UDG counter = blocks uracil-DNA glycosylase in AID counter-screen | FRET deamination/UDG coupled assay, UDG read, 4 h | Potency, µM (top dose mostly 115 µM), for inactives: at the top dose activity change, negative = inhibition, hits mostly inhibitors | 0.14% of 91,000 active | AID 1347430; further: nearly all actives have a fitted effect of over 65% in size
AID inh = blocks human AID cytidine deaminase activity; Q9GZX7; AID deamination FRET fluorescence, UDG-coupled, 4 h; Potency, µM (top dose mostly 115 µM), for the others: top-dose activity change, negative = inhibition, usual class: inhibitors; 0.32% of 91,000 active; AID 1347428; further: nearly all actives have a fitted effect of over 25% in size
Target sequence (Q9GZX7 whole entry, looked up): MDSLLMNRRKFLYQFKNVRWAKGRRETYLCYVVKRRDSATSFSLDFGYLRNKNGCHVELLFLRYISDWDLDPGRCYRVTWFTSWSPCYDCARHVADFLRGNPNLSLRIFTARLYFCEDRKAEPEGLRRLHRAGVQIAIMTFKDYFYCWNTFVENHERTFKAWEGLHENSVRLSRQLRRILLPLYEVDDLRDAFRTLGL
An asterisk follows results filed as active; ? = inconclusive; & = joins results of further samples; [ ] = another dose, or the depositor's remark. The call rests on the fitted dose curve; in most records, active means well fitted curve in the direction sought with a large enough effect; inconclusive means small, poorly fitted or top-dose-only effect, or another doubt; inactive means no such curve, though single readings can be large; an effect the other way counts as inactive or inconclusive. On the % scale 0 is the no-effect control and ±100 the full control effect; potency means the concentration at half of the fitted maximal effect.

SMILES | UDG counter | AID inh
COc1cc(C(=O)Nc2sc3c(c2C(N)=O)CCC(C)C3)cc(OC)c1OC (centres undefined) | -6% | 27%
CCc1nnc(SCc2nc(-c3ccccc3)oc2C)c2cc3sccc3n12 | -3% | ?
C/C(=N\OC(=O)c1cc(-c2ccc(C)c(C)c2)nc2ccccc12)C(C)(C)C | 1% | 0%
COc1cccc(C(C)NC(=O)Cc2ccccc2C)c1 (centres undefined) | 6% | 4%
Cc1cc(SCC(=O)NCCC#N)nc2ccccc12 | -10% | 3%
Cc1cccc(/C=N/NC(=O)c2ccc(-c3ccccc3)cc2)c1 | 9% | 2%
CCCCOc1cccc(C(=O)Nc2ccc(OC)c3ncccc23)c1 | 5% | 7%
CCOc1ccc(NC(=O)Cn2cc(C(=O)c3ccc(C)cc3)c(=O)c3cc4c(cc32)OCO4)cc1 | -2% | 16%
COC(=O)Cn1c(=NC(=O)c2ccc3c(c2)OCCO3)sc2ccccc21 | 3% | 12%
CC(NC(=O)Cc1cccs1)C1CCCO1 (centres undefined) | 8% | 17%
O=C(Cc1ccc(NC(=O)N2CCCCc3ccccc32)cc1)NCc1cccc(Br)c1 | 27% | -1%
CCCCSCCCNC(=O)c1cc(-c2cccnc2)nc2ccc(S(=O)(=O)N3CCC(C)CC3)cc12 | 7%[57.5 µM] | 8%
COc1ccc(N2CCN(Cc3cccn3-c3nnc(N4CCN(C5CCCCC5)CC4)s3)CC2)cc1 | ? | ?
O=C(CSc1ncc(-c2ccccc2)o1)NCC1CC1 | -11% | -6%
c1ccc2sc(SCC34CC5CC(CC(C5)C3)C4)nc2c1 | 3% | -1%
Nc1nccnc1C(=O)NCc1ccnc(Oc2ccccc2)c1 | -2% | -1%
O=[N+]([O-])c1cccc2nc(/C=C/c3ccc(C(F)(F)F)cc3)ccc12 | 3% | -8%
COc1ccc(C2CC(=O)NC(NC(=O)c3ccc(Br)cc3)=N2)c(OC)c1OC (centres undefined) | 7% | 4%
O=C(CCCCn1c(=O)c2ccccc2n(CC(=O)Nc2cccc(F)c2)c1=O)NCc1ccccc1Cl | -3% | 6%
COc1ccc(C(=O)COC(=O)Cc2c(F)cccc2Cl)cc1Br | -8% | 1%
Cc1ccc(-n2ncc3c(N4CCCCCC4)ncnc32)cc1C | ? | -2%
CC(O)CNc1nc2c(c(=O)n(C)c(=O)n2C)n1Cc1ccccc1Br (centres undefined) | -3% | -8%
COc1ccc(Cl)cc1NC(=O)CSc1nc2c([nH]c3ccccc32)c(=O)n1-c1ccccc1 | 3%[57.5 µM] | 3%
CCn1c(CCCOc2ccc(Cl)cc2Cl)n[nH]c1=S | 5% | 0%
CCOC(=O)NC(Nc1cccc(F)c1)(C(=O)OCC)C(F)(F)F (centres undefined) | 1% | 53%
SMILES | UDG counter | AID inh
CCc1ccc(-c2nc3c(c(SCc4ccccc4)n2)Cc2c(CO)cnc(C)c2O3)cc1 | -7% | -16%
C=CCc1cc(CNC)cc(OC)c1OCC | 3% | -4%
CCOC(=O)c1cnc2ccc(C(=O)OC)cc2c1Nc1ccc(OCC)cc1 | -9% | -6%
CC(C)c1ccc(Nc2ncnc3onc(-c4ccc(F)cc4)c23)cc1 | 89µM* | ?
CCOC(=O)C1CCC(CN(Cc2ccccc2)S(=O)(=O)c2ccc(Br)cc2)CC1 (centres undefined) | -3% | -4%
Cc1oc(-c2cccc(Cl)c2)nc1CS(=O)(=O)CC(=O)NCc1ccccc1Cl | -9% | -9%
Cc1ccccc1OCCCn1cnc2c1c(=O)n(C)c(=O)n2C | -4% | -15%
CCOC(=O)C(NC(=O)Cc1cc(OC)c(OC)c(OC)c1)C(=O)OCC | 10% | 1%
Cc1c(C)c2ccc(OCC(=O)Nc3nc4ccccc4[nH]3)cc2oc1=O | 2% | -14%
Fc1ccc(CNCc2ccc(-c3ccccc3)o2)cc1 | -11% | -19%
CC1(C)CC(CNCc2ccco2)CCO1 (centres undefined) | -1% | 5%
Cc1ccc(Cl)cc1Nc1nn2c(=O)c3ccc(C(=O)N4CCCC(C)C4)cc3nc2s1 (centres undefined) | -6% | -13%
COc1cc(C2C(C(=O)Nc3ccccc3)=C(C)Nc3nnnn32)cc(OC)c1OC (centres undefined) | -8% | 14%
COc1ccc(C(=O)Nc2ccc3oc(=O)ccc3c2)cc1 | 6% | 1%
O=C(COc1ccc(F)cc1)NCc1ccc2c(c1)CCN2C(=O)c1ccccc1 | -3% | -5%
CCCCCCCCCCS(=O)(=O)N/N=C/c1ccc2c(c1)OCO2 | 7% | 1%
C/C(=N\OC(=O)c1ccc(F)cc1F)c1ccc(F)cc1F | -5% | -5%
O=C(Nc1ccccc1NS(=O)(=O)c1cccs1)c1ccc(Cl)cc1[N+](=O)[O-] | -10% | 33%[activator]
CCOC(=O)c1cc(-c2ccccc2)n(CCC(=O)Nc2ccc(C(F)(F)F)cc2)c1C | -10%[57.5 µM] | ?
CCCCNC(=O)C1=CC(c2ccc3c(c2)OCO3)=NS(=O)(=O)N1C | 8% | 4%
CC(=O)Nc1ccc(OCCS(C)(=O)=O)cc1 | -7% | -6%
Cc1nn(C)c2c1c(C(F)(F)F)cc(=O)n2CC(=O)N1CCN(c2ccccc2F)CC1 | -6% | ?
CCOc1ccc2nc(N(Cc3cccnc3)C(=O)c3ccc4c(c3)OCCO4)sc2c1 | 2% | 2%
CC(C)c1ccc(C2NC(=O)c3n[nH]c(-c4cccs4)c32)cc1 (centres undefined) | 4% | -4%
c1ccc(-c2cn3c4ccccc4n(CCN4CCCCC4)c3n2)cc1 | -19% | ?

The closing six compounds of the part before lead into the next:
SMILES | UDG counter | AID inh
CCCCNC(=O)C1=CC(c2ccc3c(c2)OCO3)=NS(=O)(=O)N1C | 8% | 4%
CC(=O)Nc1ccc(OCCS(C)(=O)=O)cc1 | -7% | -6%
Cc1nn(C)c2c1c(C(F)(F)F)cc(=O)n2CC(=O)N1CCN(c2ccccc2F)CC1 | -6% | ?
CCOc1ccc2nc(N(Cc3cccnc3)C(=O)c3ccc4c(c3)OCCO4)sc2c1 | 2% | 2%
CC(C)c1ccc(C2NC(=O)c3n[nH]c(-c4cccs4)c32)cc1 (centres undefined) | 4% | -4%
c1ccc(-c2cn3c4ccccc4n(CCN4CCCCC4)c3n2)cc1 | -19% | ?
Cn1cc(C(=O)N2CCN(c3cccc(Cl)c3)CC2)c(=O)c2cc(S(=O)(=O)N3CCCC3)ccc21 | -10%[57.5 µM] | -15%[57.5 µM]
CN(Cc1ccccc1)C(=O)Cn1c(=O)n(C)c2ccccc21 | 3% | 2%
Cc1cc(-c2ccc(S(=O)(=O)Nc3ccccc3C)cc2)on1 | -6% | -5%&0%
O=C(CSC1=Nc2ccccc2C2=NC(Cc3ccccc3)C(=O)N12)Nc1cccc(Cl)c1 (centres undefined) | 5% | -27%
Cc1cc2nc(COC(=O)c3cccc(NC(=O)c4cccc(Cl)c4)c3C)cc(=O)n2o1 | 1% | 2%
CCN(CC)c1ccc(C=Nc2cc(C)cc(C)c2)cc1 | -4% | 9%
CCN(C(=O)Cn1c(SCc2ccccc2F)nc2cccnc21)c1ccccc1 | -7%[57.5 µM] | -17%
Cc1ccc(CNC(=O)Cn2c(=O)cc(-c3ccccc3)c3c(C)nn(C)c32)cc1 | 0% | ?
Cn1c(=O)c2cc(C(=O)NCCCN3CCN(c4ccc(F)cc4)CC3)sc2c2ccccc21 | -10% | -9%
Cc1ccc(Nc2cc(C)nc3c(C)c(C)ccc23)cc1 | -11% | -15%
CCCCCNC(=O)C1CCC(Cn2c(=O)c3sccc3n(CC(=O)N3CCCC3)c2=O)CC1 (centres undefined) | 7% | 0%
CCCCNc1nc2c(c(=O)n(Cc3cccc(Br)c3)c(=O)n2C)n1C | ? | ?
O=c1ccc(S(=O)(=O)N2CCCC2)cn1Cc1ncc(-c2ccc(F)cc2)o1 | -8% | -10%
C[C@H](O)CNC(=O)C(=O)Nc1ccc(C(F)(F)F)nc1 | 7% | 0%
CCCNC(=O)C1CCC(CNS(=O)(=O)c2ccc3c(c2)CC(C)N3C(C)=O)CC1 (centres undefined) | -8% | 4%
COc1ccccc1NC(=O)c1oc2ccccc2c1NC(=O)c1cccc(OC)c1OC | -12% | 6%
COc1ccc(CCNC(=O)C2CCCN(S(=O)(=O)c3ccc4c(c3)oc(=O)n4C)C2)cc1OC (centres undefined) | -2% | 7%
O=C(/C=C/c1ccc(-c2cccc(Cl)c2)o1)c1cc(Cl)ccc1Cl | -4% | 8%
O=C(NCCCc1nc2ccccc2n1Cc1ccc(Cl)cc1)C1CCCCC1 | ? | -18%
CCCCNC(=O)c1ccc2c(c1)N(CC)C(=O)c1ccccc1S2 | -5% | -18%
Cc1cc(=O)oc(C)c1C(=O)OCC(=O)NCC1CCCO1 (centres undefined) | 6% | -6%
Nc1cc(=O)[nH]c(SCc2cccc(Br)c2)n1 | -22% | -16%
Cc1ccc(C(=O)NCc2sccc2C)cn1 | 2% | 6%
COc1ccc(OC)c(C(C)NC(=O)CCc2cccs2)c1 (centres undefined) | -12% | -21%
O=C(CSc1nnc(-c2cccs2)n1C1CC1)N1CCN(c2ccc(F)cc2)CC1 | 1% | 1%

In the list so far, these contain a nitro group on carbon.
SMILES | UDG counter | AID inh
O=[N+]([O-])c1cccc2nc(/C=C/c3ccc(C(F)(F)F)cc3)ccc12 | 3% | -8%
O=C(Nc1ccccc1NS(=O)(=O)c1cccs1)c1ccc(Cl)cc1[N+](=O)[O-] | -10% | 33%[activator]

Carrying on:
SMILES | UDG counter | AID inh
CN1C(=O)c2[nH]nc(-c3ccc(F)cc3)c2C1c1ccccn1 (centres undefined) | -5% | -15%
Cc1cc2c(c(=O)n1Cc1ccccn1)C(c1ccco1)C(C#N)=C(N)O2 (centres undefined) | -12% | -6%
Cc1ccc(OCc2nc(-c3cc(C)nc4ccccc34)no2)c(C)c1 | -2% | -20%
Nc1ccccc1C1CC1 | -14% | -3%
Cc1c(-c2nsc(NC(=O)c3cccs3)n2)nnn1-c1ccc(Cl)cc1 | 8% | 5%
Cc1nc(CSc2ccc(C(=O)NC3CCCC(C(F)(F)F)C3)cc2)cs1 (centres undefined) | 3% | 2%
Cc1ccc(NC(=O)C2CCCN(c3cnccn3)C2)cc1Cl (centres undefined) | 2%[57.5 µM] | -12%
COc1cccc2cc(C(=O)Nc3ccccc3Oc3ccccc3)c(=O)oc12 | 2% | 5%
Cn1nnc2c(N3CCCCC3)ncnc21 | -1% | -7%
COc1ccc(COc2ccc(C#N)cc2Cl)cc1F | 3% | -4%
O=C(NCCc1ccc(F)cc1)c1cc(=O)[nH]c2ccccc12 | 10% | 5%
Cc1csc(CNC(=O)c2ccc(C)c(C)c2)n1 | 8% | -2%
CCCCCn1nc(C(=O)Nc2ccc3oc(C)nc3c2)c2ccccc2c1=O | -3% | -13%
Cc1ccc(-c2cc(C(=O)NCC(C)C)c3ccccc3n2)o1 | -2% | 17%
COc1ccc(NC(=O)CN(C)S(=O)(=O)c2ccc3[nH]c4c(c3c2)CCCC4)cc1Cl | -15%[57.5 µM] | 3%
Cc1oc2c(c1C(=O)Nc1cccc(Br)c1)C1=NCCN1C=N2 | -1% | 5%
N#Cc1ccc(CS(=O)(=O)Cc2ccc(Cl)c(Cl)c2)cc1 | 1% | 6%
Cc1cccc(NC(=O)c2ccccc2NC(=O)CN2CCN(S(=O)(=O)c3cccs3)CC2)c1 | 2% | -9%
C/C(=N\NC(=O)C1CCCCC1)c1ccc2ccccc2c1 | -8% | -2%
O=c1c(-c2cc(-c3ccccc3)nc3c2COc2ccccc2-3)coc2ccc(Cl)cc12 | -4% | -27%
O=C(NCCc1csc(-c2ccc(F)cc2)n1)c1ccc(Br)o1 | -24% | ?
Cc1c(C(=O)Nc2ccccc2Cl)oc2ccc(S(=O)(=O)N3CCCCCC3)cc12 | -7% | 11%
COc1ccc(Oc2c(C)oc3cc(OCC(=O)O)ccc3c2=O)cc1 | 0% | 7%
COc1ccc(-c2c(C)c3ccc(O)c(CN4CCOCC4)c3oc2=O)cc1OC | 4% | 1%
O=C(O)c1ccc(Cn2c(SCc3ccc(F)cc3)nc3ccncc32)cc1 | 7% | -14%

The last five entries of the part before lead into the next.
SMILES | UDG counter | AID inh
O=C(NCCc1csc(-c2ccc(F)cc2)n1)c1ccc(Br)o1 | -24% | ?
Cc1c(C(=O)Nc2ccccc2Cl)oc2ccc(S(=O)(=O)N3CCCCCC3)cc12 | -7% | 11%
COc1ccc(Oc2c(C)oc3cc(OCC(=O)O)ccc3c2=O)cc1 | 0% | 7%
COc1ccc(-c2c(C)c3ccc(O)c(CN4CCOCC4)c3oc2=O)cc1OC | 4% | 1%
O=C(O)c1ccc(Cn2c(SCc3ccc(F)cc3)nc3ccncc32)cc1 | 7% | -14%
Cc1cccc(N2CCN(C(=O)c3cnn(-c4ccccc4)c3C3CCN(C(=O)OC(C)(C)C)CC3)CC2)c1C | 60%[activator] | ?
COc1cc(OC)cc(OC(=O)C2CCCCC2)c1 | -10% | -7%
O=C(Nc1ccc(F)cc1)Nc1ccc2snnc2c1 | -11% | -17%
CCOC(=O)COC(=O)c1cc2c(s1)-c1ccc(OC)cc1CC2 | -9% | 67%[activator]
COc1ccccc1NC(=O)CSCc1cc(=O)c2ccccc2[nH]1 | 2% | 0%
COc1cccc2cc(-c3cc(=O)oc4ccc(C(C)C)cc34)oc12 | -2% | -12%
CC(=O)N1CCc2cc(Br)cc(S(=O)(=O)N3CCC(C)CC3)c21 | -10% | 9%
Cc1onc(-c2ccccc2Cl)c1C(=O)Nc1cccc(C(=O)NC(C)(C)C)c1 | 24% | -5%
O=S(=O)(Cc1cccc(F)c1)Cc1cc(-c2ccccc2)on1 | 0% | -2%
O=C1CC(c2c(F)cccc2Cl)c2c(ccc3ccccc23)N1 (centres undefined) | -11% | -28%
CCOCCSc1c(C)cnc2c1c(=O)n(C)c(=O)n2C | -6% | -10%

High-throughput results deposited in PubChem by National Center for Advancing Translational Sciences (NCATS).

An excerpt; the hit share may differ from the screen's.
